IDH1 R132H inh = blocks human mutant IDH1 R132H enzyme; O75874; AID 602179; Potency, µM (top dose mostly 76.6 µM), for inactives: at the top dose activity change, negative = inhibition, usual class: inhibitors; 390,000 tested, 0.093% active; IDH1-R132H enzyme, NADPH consumption, diaphorase/resazurin fluorescence; also: potency is read from the fitted curve at half-maximal effect; % is scaled to controls: 0 for no effect and ±100 for the full control effect; nearly all actives have a fitted effect of over 65% in size
Target sequence (O75874 whole entry R132H, stated change not applied): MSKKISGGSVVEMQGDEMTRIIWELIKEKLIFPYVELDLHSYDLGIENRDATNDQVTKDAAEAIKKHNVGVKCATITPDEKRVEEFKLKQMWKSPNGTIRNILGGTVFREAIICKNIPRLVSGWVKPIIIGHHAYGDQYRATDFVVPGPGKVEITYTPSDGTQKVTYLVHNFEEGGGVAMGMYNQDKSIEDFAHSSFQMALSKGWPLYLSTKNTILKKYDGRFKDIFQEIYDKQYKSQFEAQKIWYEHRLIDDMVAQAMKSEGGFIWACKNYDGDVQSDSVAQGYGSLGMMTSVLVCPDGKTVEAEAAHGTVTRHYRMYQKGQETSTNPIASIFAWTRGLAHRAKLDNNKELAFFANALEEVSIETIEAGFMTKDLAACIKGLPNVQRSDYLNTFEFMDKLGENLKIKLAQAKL
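IDH1-R132H (0.5 ug/mL) preincubated 30 min with compound, then NADPH (0.016 mM) and alpha-KG (2 mM) added; 80 min at RT, pH 7.5. Remaining NADPH coupled via diaphorase/resazurin to fluorescence (540/590 nm); concentration-response curves normalized to no-enzyme control.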
TrxR1 substrate = substrates of rat thioredoxin reductase 1; purified TrxR1 substrate turnover, NADPH consumption readout; Potency, µM (highest dose often 114 µM), without a hit: at the top dose activity change, negative = substrate turnover; 390,000 tested, 0.01% active; also: potency is read from the fitted curve at half-maximal effect; % is scaled to controls: 0 for no effect and ±100 for the full control effect; nearly all actives have a fitted effect of over 50% in size
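Rat TrxR1, dispensed at 90 nM, was prereduced with 400 uM NADPH (final) for 5 min at ~22 deg C, then incubated with compound 15 min before 400 uM selenite. A first-read NADPH fluorescence drop versus no-compound background flagged substrates.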
rTrxR1 inhibitor = blocks rat thioredoxin reductase 1 | AID 588453 | Potency, µM (highest dose often 114 µM), for the others: at the top dose activity change, negative = inhibition, actives largely listed as inhibitors | O89049 | recombinant rTrxR1, NADPH fluorescence consumption, selenite substrate | 390,000 tested, 1% active; also: potency is read from the fitted curve at half-maximal effect; % is scaled to controls: 0 for no effect and ±100 for the full control effect; nearly all actives have a fitted effect of over 65% in size
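Rat TrxR1 (90 nM in the dispensed reagent) was pre-reduced with 400 uM NADPH for 5 min at room temperature, then incubated with compound for 15 min. After 400 uM selenite was added, NADPH fluorescence (Ex 340/Em 450 nm) was followed for 8 min.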
D2 antag = antagonizes the human D2 dopamine receptor; P14416; HEK293 TREx D2 cells, calcium flux, dopamine EC80; inhibition, % at 10 µM; 340,000 tested, 2% active; AID 485344; in the data active = inhibition above about 30%; also: 0% is about no effect
Target sequence (P14416 whole entry, looked up): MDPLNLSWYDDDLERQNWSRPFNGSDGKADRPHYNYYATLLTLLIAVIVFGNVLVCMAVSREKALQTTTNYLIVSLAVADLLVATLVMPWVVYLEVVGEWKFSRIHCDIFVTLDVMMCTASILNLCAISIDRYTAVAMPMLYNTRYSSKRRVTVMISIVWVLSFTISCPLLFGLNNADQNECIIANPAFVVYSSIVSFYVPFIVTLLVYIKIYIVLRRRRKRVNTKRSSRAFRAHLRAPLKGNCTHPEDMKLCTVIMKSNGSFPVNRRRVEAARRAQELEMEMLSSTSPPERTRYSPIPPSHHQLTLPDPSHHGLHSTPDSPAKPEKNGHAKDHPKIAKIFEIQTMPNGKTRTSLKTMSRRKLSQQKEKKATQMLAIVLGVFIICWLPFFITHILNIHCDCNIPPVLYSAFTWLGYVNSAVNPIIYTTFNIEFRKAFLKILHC
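Calcium flux kinetic readout in an inducible HEK293 TREx D2 line plated overnight at 30 C. After 180 s compound exposure, an EC80 dopamine challenge follows with another 180 s kinetic read to detect antagonism.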
D2 ag = activates the human D2 dopamine receptor; activation, % at 2 µM; AID 485358; HEK293 T-REx D2 cells, calcium flux agonist mode; 340,000 tested, 0.53% active; P14416;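 active = activation over 3 SD above normal in the single-dose calcium agonist read, cut at about 30% in these data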; also: 0% is about no effect
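HEK293 Trex D2 cells, tetracycline-induced, o/n 30 C 5% CO2; no-wash Ca dye, RT 30–90 min; 10-cycle baseline, 23 nl cpd added, kinetic Ca read 180 s; agonist hits = positive Ca response.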
TRHR ag = agonists of human TRH receptor | P34981 | TRHR cells, calcium flux fluo-8, FDSS agonist mode | activation, % at 2 µM | 360,000 tested, 0.18% active | AID 493084; in the data active = activation above about 30%; also: 0% is about no effect
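Agonist-mode FDSS calcium read (Ex 480/Em 530, 1 s cycles) in 1536-well TRHR cells with fluo-8 dye, after 10-cycle baseline and 23 nL compound addition; TRH at EC20 (10 nM final) added afterwards for the enhancer phase.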
Pin1 inh = blocks the human prolyl isomerase Pin1 | Q13526 | AID 504891 | Pin1 FP peptide displacement, HiFluor488, 10 min | 390,000 tested, 0.009% active | Potency, µM (series often up to 115 µM), without a hit: at the top dose activity, negative = inhibition, usual class: inhibitors; active = well fitted inhibition curve with a large enough effect in the polarisation, with a control signal flat, not every such curve was filed as active; inconclusive = small, poorly fitted or top-dose-only effect, or effect the other way, or a change in a side signal; inactive = no such curve, though single readings can be large or run the other way; the % refers to the polarisation; also: potency is read from the fitted curve at half-maximal effect; % is scaled to controls: 0 for no effect and ±100 for the full control effect
Target sequence (Q13526 whole entry, looked up): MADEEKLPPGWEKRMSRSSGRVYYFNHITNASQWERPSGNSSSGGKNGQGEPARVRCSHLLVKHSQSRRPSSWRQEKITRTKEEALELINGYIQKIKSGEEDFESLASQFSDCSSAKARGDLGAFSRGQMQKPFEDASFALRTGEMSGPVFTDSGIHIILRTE
USP1 inh = blocks the human USP1/UAF1 deubiquitinase complex | O94782 | recombinant USP1/UAF1, Ub-Rhodamine cleavage fluorescence | Potency, µM (titrated, usually from 57.1 µM), inactives show at the top dose activity change, negative = inhibition, most hits filed as inhibitors | 390,000 tested, 0.23% active | AID 743255; also: potency is read from the fitted curve at half-maximal effect; % is scaled to controls: 0 for no effect and ±100 for the full control effect; nearly all actives have a fitted effect of over 60% in size; inactives centre near -12
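USP1/UAF1 complex at 1 nM was preincubated with compound for 15 min at room temperature, then Ub-Rho substrate (150nM final) was added. Fluorescence (480/540 nm) was read kinetically, 6 reads every 60 seconds.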
TRHR enhancer = allosterically enhances the human TRH receptor; P34981; TRHR cells, fluo-8 calcium fluorescence, EC20 TRH enhancement; enhancement, % at 2 µM; 360,000 tested, 0.66% active; in the data active = enhancement above about 30%; also: 0% is about no effect
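Enhancer read-out: after compound pinning and an initial kinetic agonist-mode read, an EC20 of TRH (10 nM final) was injected and fluo-8 calcium signal (Ex 480/Em 530) followed at 1 s/cycle for 100 cycles in TRHR-expressing cells.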
* marks the source's active call; other numbers are inactive results; u = inconclusive; x = not tested or not shown; [ ] = another dose, or the depositor's remark. Unless noted, calls follow the shape of the dose curve; as a rule, active = well fitted inhibition curve with a large enough effect; inconclusive = small, poorly fitted or top-dose-only effect; inactive = no such curve, though single readings can be large or run the other way. Some of the compounds tested; count on the stated rates, not on these rows.

SMILES	IDH1 R132H inh	TrxR1 substrate	rTrxR1 inhibitor	D2 antag	D2 ag	TRHR ag	Pin1 inh	USP1 inh	TRHR enhancer
NC(=O)c1ccc(N2CCOCC2)nc1	-6%	1%	17%	-8	-0.1	0.7	-2%	-10%	0
COc1cccc(-c2csc3nnc(SCC(=O)NCc4cccs4)n23)c1	0%	11%[57.1 µM]	20%	8	0.4	-2.0	-6%	-11%	7
Cc1ccc(C(=O)NNC(=O)c2ccncc2)cc1S(=O)(=O)N1CCCCC1	0%	-2%	5%	-10	-0.8	-0.1	-1%	-8%	3
COc1ccc(C2C3C(=O)N(N(C)c4ncc(C(F)(F)F)cc4Cl)C(=O)C3ON2C)cc1 (stereo unspecified)	-18%	-6%	-7%	2	-0.7	0.3	-1%	-15%	2
COc1ccc(CNc2ccc3c(c2)nc(C)n3C)cc1OC	-1%	7%	21%	-8	0.0	0.0	-9%	-10%	-3
CNC(=S)N1CCC(c2nc3ccccc3s2)CC1	2%	1%	27%	68*	-0.9	-0.8	0%	-4%	3
Cc1ccc(S(=O)(=O)N2CCC(C(=O)N3CCc4ccccc43)CC2)cc1	3%	0%	4%	8	1.5	-1.9	0%	-16%	1
O=C(/C=C/c1ccc(Cl)cc1)Nn1c(-c2cccs2)nc2ccccc2c1=O	1%	57%[activator]	u	8	-0.8	-0.1	23%	-22%	3
CN(Cc1nccs1)C(=O)C1CCC(=O)N(Cc2ccccc2F)C1 (stereo unspecified)	1%	-11%	-11%	-7	0.6	0.5	-2%	-6%	3
O=C(CCCOc1ccccc1)NC1CCCc2ccccc21 (stereo unspecified)	11%	-7%	0%	-26	-1.0	-0.5	7%	-16%	3
CCC(O)(C#CCN1CCCCC1)CC	2%	8%[57.1 µM]	8%[57.1 µM]	12	0.5	0.1	-1%	-1%	-7
O=C(Nc1ccc(Cl)c(Cl)c1)Nc1ccc([N+](=O)[O-])cn1	-8%	-1%	23%	-12	2.4	3.2	-3%	-1%	8
CC(C)CN(CCCNC(=O)CN1C(=O)COc2ccc(S(=O)(=O)N3CCOCC3)cc21)CC(C)C	4%	5%	6%	-5	-0.4	-0.3	-3%	-17%	-2
Cc1ccc(S(=O)(=O)N(CCC(=O)NCc2ccccc2F)c2ccccc2)cc1	2%	-7%	-8%	-8	-1.1	-0.4	-5%	-23%	11
CCC(C)(C)NC(=O)c1cc(C(=O)OC)cc([N+](=O)[O-])c1	-2%	-8%	-9%	4	0.1	0.5	-3%	-12%	6
Cc1ccc(C2(c3noc(CN(C)Cc4cccnc4)n3)CCCC2)cc1	15%	-3%	6%	-10	0.9	-0.2	5%	-22%	9
CCSc1nsc(SCC)c1C(N)=O	2%	1%	-3%	12	-0.2	-0.4	-6%	-15%	-2
Cc1nc(CCN2C(=O)c3ccccc3C2=O)cs1	0%	3%[0.457 µM]	24%	-16	-0.4	-0.8	-3%	-7%	3
c1ccc(C2=Nc3cccnc3C(c3ccccc3)=NN2)cc1	18%	-2%	13%	-3	-0.4	-0.1	1%	-20%	-2
Cc1ccc(NC(=O)c2ccc3c(c2)OCO3)cc1S(=O)(=O)N1CCOCC1	1%	-4%	23%	9	0.6	0.1	u	-11%	2
Cc1cccc(NC(=O)Nc2nnc(N3CCCC3)s2)c1	0%	-7%	4%	x	4.9	0.2	1%	-6%	-3
Cc1ccc(S(=O)(=O)N(C)c2ccc(C(=O)N3CCOCC3)cc2)cc1	4%	-14%[57.1 µM]	15%[57.1 µM]	x	x	1.1	0%	-6%	-1
CC12CCC(=O)N1C(C(=O)NNC(=O)c1ccccc1Cl)CS2 (stereo unspecified)	-4%	-3%	3%	-9	-0.1	0.4	-6%	-7%	4
CCOc1ccccc1NC(=O)CSc1nnc(CNC(=O)c2ccco2)o1	8%	8%	0%	-14	-0.1	0.3	0%	-20%	-5
N#Cc1ccc2c(c1)NC(=O)C1CCCN21 (stereo unspecified)	-1%	8%[57.1 µM]	15%[57.1 µM]	0	-0.4	-0.1	2%	-21%	-2

Taken from above:
Value for `COc1ccc(C2C3C(=O)N(N(C)c4ncc(C(F)(F)F)cc4Cl)C(=O)C3ON2C)cc1` (stereo unspecified) under rTrxR1 inhibitor: -7%
Value for `O=C(CCCOc1ccccc1)NC1CCCc2ccccc21` (stereo unspecified) under D2 antag: -26

Continued:
SMILES	IDH1 R132H inh	TrxR1 substrate	rTrxR1 inhibitor	D2 antag	D2 ag	TRHR ag	Pin1 inh	USP1 inh	TRHR enhancer
CCCCCCSc1ccc([C@@H]2[C@H]3C(=O)N(C)C(=O)[C@H]3[C@]3(C(=O)OC)CCCCN23)cc1	13%	-13%	-34%	3	-0.2	0.7	u	u	7
O=C(Cc1csc2nc(-c3ccc(F)cc3)cn12)NCc1ccccc1	0%	5%[57.1 µM]	26%[57.1 µM]	x	0.3	0.2	-1%	-30%	-11
O=C(N/N=C/c1ccoc1)c1cc(Br)ccc1O	5%	-19%	-30%	7	0.0	-0.5	-1%	-11%	5
CN1C(=O)[C@@H]2[C@H](C1=O)[C@@H]1C(=O)Nc3ccccc3C(=O)N1[C@@H]2c1cccc(Br)c1	2%	12%	10%	-4	0.3	0.2	-16%	-18%	10
CCC(C)N(C(=O)Cn1nnc2ccccc21)C(C(=O)Nc1ccc(F)cc1)c1cccc(OC)c1 (stereo unspecified)	-9%	3%	19%	-3	-0.1	1.0	5%	-12%	-3
Nc1cc(N)cc(C(=O)OCC(=O)Nc2cc(S(=O)(=O)N3CCCCC3)ccc2Cl)c1	3%	-10%	10%[57.1 µM]	-11	2.6	0.1	10%	-9%	-2
CCOC(=O)C1(CC2CCCCO2)CCN(Cc2nc3ccccc3[nH]2)CC1 (stereo unspecified)	-9%	7%	11%	2	-2.3	-0.7	1%	-20%	8
CC(OC(=O)Cc1coc2ccc3ccccc3c12)C(=O)Nc1ncc(Cl)cc1Cl (stereo unspecified)	5%	-14%	-13%	x	x	-1.2	26%	-19%	-3
O=C(NCc1ccc(F)cc1)C(Cc1ccccc1)NS(=O)(=O)c1cccs1 (stereo unspecified)	1%	11%	13%	x	x	0.1	5%	2%	-3
Cc1ccccc1-c1nnc(SCC(=O)NCc2ccc3c(c2)OCO3)n1C	-2%	-4%	4%	-6	-0.5	-0.5	6%	-17%	7
O=C(N/N=C/c1ccc2nccnc2c1)c1ccncc1	0%	-14%	-4%	-5	-2.2	-2.1	-4%	-21%	-1
Cc1noc(C)c1COc1ccccc1C(=O)NNC(=O)c1ccccc1F	3%	-14%	-6%	-1	0.0	0.0	-3%	-2%	1
Cc1c(C(=O)OCC(=O)c2ccc3c(c2)OCCO3)oc2ccccc12	3%	-6%	4%	7	0.8	0.6	26%	-6%	-6
COc1ccc(OC)c(-c2csc(NC(=O)Cc3ccccc3)n2)c1	0%	-23%[57.1 µM]	9%[57.1 µM]	16	0.0	0.1	1%	u	6
CCN(CC(=O)Nc1ccc(NC(C)=O)cc1)C(=O)C(c1ccccc1)c1ccccc1	4%	3%	7%	-8	-1.5	-1.1	6%	-17%	-5
O=S(=O)(NCC1CCCO1)c1ccc(Br)s1 (stereo unspecified)	-2%	4%	13%[57.1 µM]	1	-0.6	-0.4	4%	0%	-6
O=S(=O)(Nc1nc2ccccc2nc1Nc1ccc2c(c1)OCO2)c1ccccc1	3%	-1%	-1%	-9	1.5	1.7	3%	-13%	14
COc1cc(/C=C2\SC(=O)NC2=O)ccc1Oc1ccc([N+](=O)[O-])cn1	-9%	0%[57.1 µM]	7%[57.1 µM]	-21	1.9	0.2	-5%	-16%	5
CC(=O)C(Cc1ccccc1)(Cc1ccccc1)C(C)=O	2%	5%[57.1 µM]	6%[57.1 µM]	-4	0.4	0.2	-3%	0%	29
O=C(O)CC(C(=O)NC1CCCCC1)C1CCCO1 (stereo unspecified)	4%	4%	12%	-4	0.1	0.6	-16%	-6%	0
COc1ccccc1-c1nc2c(c(SCC(=O)N3CCCCC3)n1)Cc1c(CO)cnc(C)c1O2	-12%	4%	u	-11	-1.9	-0.6	-2%	-25%	-10
COc1cccc(C(=O)c2cn(CC(=O)Nc3cccc(C)c3C)c3nc(C)ccc3c2=O)c1	-8%	-3%[57.1 µM]	-7%[57.1 µM]	x	-0.3	0.1	99%[activator]	7%	-1
Oc1c(C(c2ccc(Cl)cc2Cl)N2CCN(Cc3ccccc3)CC2)sc2nc(-c3ccco3)nn12 (stereo unspecified)	-6%	4%[57.1 µM]	16%[57.1 µM]	x	1.5	0.1	6%	-15%	14
CCOC(=O)c1cnn(-c2ccc(C(=O)Nc3ccc(OC(F)(F)F)cc3)cc2)c1N	1%	3%[57.1 µM]	11%[57.1 µM]	x	x	0.2	3%	8%	1
COc1ccc2oc(=O)c(-c3cn4c(n3)sc3cc(F)ccc34)cc2c1	-6%	-6%[57.1 µM]	4%[57.1 µM]	x	0.0	0.4	0%	3%	1
Cc1nc(N2CCOCC2)sc1C(=O)NN	18%	-5%[57.1 µM]	21%[57.1 µM]	1	-0.3	0.3	-2%	u	2
CCCCNC(=O)C1CCCN(S(=O)(=O)CC)C1 (stereo unspecified)	-7%	-3%	17%	-4	0.5	-0.9	2%	-15%	0
O=C(Cc1ccccc1)NNC1=NS(=O)(=O)c2ccccc21	8%	-5%[57.1 µM]	16%[57.1 µM]	-5	-0.2	0.9	4%	-11%	-16
CN(Cc1ccccc1)C(=O)c1oc(=O)c2ccccc2c1-c1ccccc1	0%	-4%	-13%	9	-1.1	-0.6	3%	-8%	-10
